TPT1 inhibitor: Candida albicans TPT1 enzyme inhibitors, primary screen, biochemical, fluorescence polarization; tRNA 2'-phosphotransferase TPT1 (Candida albicans SC5314); recombinant caTPT1, FP RNA substrate dephosphorylation; inhibition, % at 5 µM; 300,000 tested, 0.81% active; AID 1962, 2009;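 active = inhibition above the mean of all tested compounds plus 3 SD, set per screening campaign, cut at about 24% in these data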;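 also: plate controls were DMSO alone for no effect and ferristatin control at 100 nM for full effect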
Efflux pump inh: inhibitors of Candida efflux pumps in yeast, primary screen, S. cerevisiae, Nile Red, multiplex. S. cerevisiae Candida pump triplex. AID 485275, 2010. inhibition, % at 10 µM. 330,000 tested, 0.44% active;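 active = plate passing quality check with inhibition over a set limit, or well fluorescence over plate mean plus 4 SD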;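 also: Nile Red retained in pooled yeast measured as flow cytometry median fluorescence; 0% = buffer negative control and 100% = Enniatin B positive control; higher means more Nile Red kept so more efflux inhibition; some compounds called inactive have numbers as strong as hits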
EBNA-1 inhibitor: EBNA-1 DNA-binding inhibitors, primary screen, biochemical, fluorescence polarization; inhibition, % at 14.8 µM; 300,000 tested, 0.34% active; in the data active = inhibition above about 28%
ZTA counter: blocks Epstein-Barr virus ZTA, an EBNA-1 counter-screen. P03206. ZTA-DNA binding, fluorescence polarization. inhibition, % at 11 µM. 320,000 tested, 0.15% active; in the data active = inhibition above about 33%
CTSL1 counter: Fasciola hepatica cathepsin L1 inhibitors, primary screen, counter-screen for PFM18AAP inhibitor project, biochemical, QFRET, fluorogenic peptide substrate | 300,000 tested, 0.49% active | recombinant F. hepatica cathepsin L1, Z-Leu-Arg-MCA fluorescence | AID 1906, 2009 | inhibition, % at 5.96 µM;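 active = inhibition above the mean of all tested compounds plus 3 SD, set per screening campaign, cut at about 17% in these data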;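 also: 0% = plate median of test compound wells and 100% = 1 µM Z-Phe-Ala-diazomethylketone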
PREPL inhibitor: PREPL enzyme inhibitors, primary screen, biochemical, fluorescence polarization. Prolyl endopeptidase-like (Homo sapiens), Q4J6C6. recombinant PREPL, fluorescence polarization activity-based probe. 320,000 tested, 0.68% active. inhibition, % at 5.96 µM; in the data active = inhibition above about 43%;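 also: 0% = enzyme with DMSO and 100% = wells lacking enzyme; many of its hits are not listed in these tables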
Target sequence (Q4J6C6 whole entry, looked up): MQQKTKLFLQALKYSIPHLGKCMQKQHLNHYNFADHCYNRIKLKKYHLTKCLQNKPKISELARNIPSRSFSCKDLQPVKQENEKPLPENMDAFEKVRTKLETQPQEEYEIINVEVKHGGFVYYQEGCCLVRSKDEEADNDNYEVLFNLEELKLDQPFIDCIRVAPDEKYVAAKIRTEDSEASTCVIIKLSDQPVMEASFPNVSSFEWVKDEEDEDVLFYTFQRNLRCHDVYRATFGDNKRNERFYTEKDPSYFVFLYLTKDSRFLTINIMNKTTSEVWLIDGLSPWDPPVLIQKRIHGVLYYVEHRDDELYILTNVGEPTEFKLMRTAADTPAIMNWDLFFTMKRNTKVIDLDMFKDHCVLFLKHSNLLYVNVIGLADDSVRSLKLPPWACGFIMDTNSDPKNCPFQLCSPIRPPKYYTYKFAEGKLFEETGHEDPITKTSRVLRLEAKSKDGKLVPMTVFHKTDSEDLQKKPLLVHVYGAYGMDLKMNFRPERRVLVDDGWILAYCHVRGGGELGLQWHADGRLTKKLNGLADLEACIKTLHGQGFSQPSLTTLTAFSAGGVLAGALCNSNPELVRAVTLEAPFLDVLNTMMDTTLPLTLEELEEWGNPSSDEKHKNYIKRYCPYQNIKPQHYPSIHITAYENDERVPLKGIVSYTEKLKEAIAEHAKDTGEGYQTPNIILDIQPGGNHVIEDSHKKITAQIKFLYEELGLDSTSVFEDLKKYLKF
HCV core dimer: inhibitors of HCV core protein dimerization, primary screen, biochemical, TR-FRET, high-throughput. TR-FRET GST/Flag-core106 dimerization, 1536-well. inhibition, % at 5 µM. 300,000 tested, 0.33% active. AID 1899, 2009;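 active = inhibition above the mean of all tested compounds plus 3 SD, set per screening campaign, cut at about 45% in these data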
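Assay system: tagged HCV core106 pair (GST and Flag); medium: KF-containing HEPES buffer, pH 7.45, DTT, CHAPS, BSA; also added: Eu donor and XL665 acceptor anti-tag antibodies; dosing: 5 µM single dose; timing: compound-protein-antibody incubation 4 h at 22.5 °C; signal: TR-FRET 671 and 617 nm emission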
PP1 inh: PP1-alpha phosphatase inhibitors, primary screen, counter-screen for PP5 inhibitor project, biochemical, fluorescence, OMFP substrate, single point; inhibition, % at 6.7 µM; purified PP1alpha; 320,000 tested, 0.9% active;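 active = inhibition above the mean inhibition of all tested compounds plus 3 SD, computed separately for each screening campaign, cut at about 15% in these data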
PP5 primary: PP5 phosphatase inhibitors, primary screen, biochemical, fluorescence. AID 1987, 2009. Serine/threonine-protein phosphatase 5 (Homo sapiens), P53041. purified PP5c, OMFP substrate fluorescence. 320,000 tested, 0.18% active. inhibition, % at 6.7 µM;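 active = inhibition above the campaign's mean inhibition across all tested compounds plus 3 SD, cut at about 9.5% in these data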;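 also: 0% = DMSO only and 100% = 100 µM cantharidin control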
Numbers without * were called inactive; · = not tested or not shown. Only part of the results is shown; rates above refer to the full screens.

Structure,TPT1 inhibitor,Efflux pump inh,EBNA-1 inhibitor,ZTA counter,CTSL1 counter,PREPL inhibitor,HCV core dimer,PP1 inh,PP5 primary
CN1C(=O)c2ccc(Oc3ccccc3)cc2C1=O,-4,0.2,-7,14,6,5,0,-2,1.7
Cc1ccc(NC(=O)c2ccc(NS(=O)(=O)c3c(C)noc3C)cc2)cc1C,-6,-0.2,0,5,1,-3,5,-1,2.3
Cc1cc(CNC(=O)c2cccc([N+](=O)[O-])c2C)c2ccccc2n1,1,-0.2,-2,-7,5,1,0,-3,-0.2
CCC(CO)Oc1cc(NCc2ccccc2Cl)c2ncn(C(C)C)c2c1 (stereo not given),·,0.0,·,-5,·,60*,·,1,3.6
Cc1cccc(C(=O)NN(C)c2nc(-c3ccccc3)nnc2C(F)(F)F)c1,-3,0.0,-7,-25,2,12,-5,-1,3.8
O=C(Nc1ccc(Cl)c(C(F)(F)F)c1)C1CCCN(S(=O)(=O)c2cnc[nH]2)C1 (stereo not given),-1,-0.1,2,-2,2,13,0,1,3.0
COc1cc(OC)cc(C(=O)Nc2ccc3c(c2)OCCO3)c1,5,0.0,2,-8,2,-3,2,-3,2.0
COC(=O)CN1C(=O)CC(C)(C)Sc2ccccc21,0,0.1,4,-7,0,-4,-3,0,3.2
COc1cc2c(cc1OC)CN(C(=O)c1cccc(S(=O)(=O)N(C)C)c1)CC2,0,0.1,-7,-6,-2,-5,1,-1,-1.6
Cn1nnc2c[n+](CC(=O)c3ccc(Cl)cc3)cc(Br)c21,-2,0.2,-1,12,2,28,3,-2,0.6
COc1ccc(CCNc2nc3ccc(C)cc3n3cnnc23)cc1OC,1,0.3,8,14,1,-8,1,-2,-0.1
Oc1cc2ccccc2cc1-c1n[nH]c(=S)n1Cc1ccco1,-2,-0.1,8,-1,0,8,9,-2,0.1
COc1ccc(C2C(C(=O)Nc3cccnc3)=C(C)Nc3nc(-c4cccs4)nn32)cc1OC (stereo not given),-4,-0.1,-5,-20,-1,2,-6,-4,2.0
CCOC(=O)c1sc2nc(C)nc(Nc3ccc(OC)cc3)c2c1C,-4,0.0,9,7,3,18,6,1,2.5
O=C(NCCc1ccccc1)C(=O)NCC1OCCCN1S(=O)(=O)c1cccs1 (stereo not given),2,0.0,4,2,-2,0,20,2,-0.9
Cc1cc(C)cc(C(=O)N(c2ccccn2)C(C)c2ccco2)c1 (stereo not given),3,0.4,0,6,-2,11,0,-1,0.4
CC(C)c1ccc(NC2CCCN(C(=O)CCN3CCCC3=O)C2)cc1 (stereo not given),0,0.0,-13,2,0,-2,-6,-1,0.9
CCOc1ccc(NS(=O)(=O)c2ccc(C)c(C(N)=O)c2)cc1,1,0.0,-2,15,-3,-9,-2,-1,0.9
CCCCOP(=O)(OCCCC)C(O)c1ccc(Br)cc1 (stereo not given),2,0.4,-15,0,1,9,-1,3,0.0
CN1CCC(=NNC(=O)C(=O)Nc2cccc(Br)c2)CC1,-8,-0.2,-5,-21,3,13,-12,2,3.7
Nc1ccccc1OCCOCCOCCOc1ccccc1N,-10,0.0,3,8,0,2,-5,2,-0.1
COc1ccc(N2CCN(C(=O)COCc3cc(-c4ccc5c(c4)OCO5)on3)CC2)cc1,3,0.4,-2,-5,-1,11,15,0,3.8
COC(=O)CCn1nc(-c2ccc(C)cc2)c2ccccc2c1=O,-2,0.0,-2,13,-2,6,3,0,1.6
Cc1csc(N(C)C(=O)CSc2nnc(COc3ccccc3C)o2)n1,5,0.1,-5,6,-3,-16,1,0,2.8
CNS(=O)(=O)c1cccc(C(=O)Nc2cccc(Cl)c2)c1,2,0.1,0,-18,-2,4,-6,-5,3.3
COc1cc(NC(=O)C2CC2)c(OC)cc1NC(=O)CCC(=O)NC1CCN(Cc2ccccc2)CC1,-7,0.0,-2,-8,-3,5,-2,-2,0.7
CCCN(CC1CC1)C(=O)CSc1nnc(-c2cc(-c3cccs3)nc3ccccc23)o1,-1,0.2,10,11,3,1,15,0,0.1
O=C(Nc1ccc2oc(-c3ccncc3)nc2c1)c1ccc2c(c1)OCCO2,-1,0.4,1,21,-10,19,0,15,2.6
COc1ccc(Nc2nc(N)nc(CSCCO)n2)cc1,-6,0.0,1,5,-6,1,-5,0,-1.7
CC(C)CC(=O)N1CCN(Cc2ccccc2Cl)CC1,3,0.6,0,19,-2,9,-10,3,3.9

Three of the entries above in order of their number in HCV core dimer, smallest number first:
Structure | HCV core dimer
CC(C)c1ccc(NC2CCCN(C(=O)CCN3CCCC3=O)C2)cc1 (stereo not given) | -6
COc1cc(OC)cc(C(=O)Nc2ccc3c(c2)OCCO3)c1 | 2
Oc1cc2ccccc2cc1-c1n[nH]c(=S)n1Cc1ccco1 | 9

Next part.
Structure,TPT1 inhibitor,Efflux pump inh,EBNA-1 inhibitor,ZTA counter,CTSL1 counter,PREPL inhibitor,HCV core dimer,PP1 inh,PP5 primary
Cc1ccc(-c2nc3n(n2)Cc2ccccc2-3)cc1,-5,0.0,-3,-8,-5,-9,2,0,0.8
CC(C)=C(NC(=O)c1ccccc1)C(=O)NCCCC(=O)O,0,0.1,-3,-10,-1,9,1,-3,0.0
CCn1c2ccccc2c2cc(CN3CCN(C(=O)c4ccco4)CC3)ccc21,1,0.3,-5,2,3,12,6,3,5.1
CCOC(=O)N1CCN(C(=O)c2ccccc2Oc2ccccc2)CC1,-2,-0.1,-13,-9,-2,-12,3,0,1.6
COc1ccc(C(=O)COC(=O)C(CCSC)NC(=O)COc2ccccc2)cc1 (stereo not given),2,-0.1,2,-6,-11,-3,3,-2,-1.4
O=C(Cn1nc(C(=O)O)c2ccccc2c1=O)Nc1nc(-c2ccccc2)cs1,3,0.1,32*,-2,-1,-30,8,10,-0.8
Cc1ccc(NC(=O)c2ccc(OCc3c(C)noc3C)cc2)cc1,4,0.3,0,12,-4,9,1,-1,2.1
Cc1nc(SCC(=O)NCc2ccco2)c2c(C)c(C)sc2n1,0,0.0,9,5,2,-5,8,2,-1.1
CC1=NNC(=O)C1C(c1cccc(O)c1)C(C#N)C#N (stereo not given),-2,0.2,-7,-10,4,-4,-6,3,1.4
O=C(O)c1ccc2c(c1)C(=O)N(c1ccc(C(=O)OCC(=O)c3ccccc3)cc1)C2=O,-2,-0.1,-1,-2,0,12,0,0,1.3
CC1(C)CC(=O)c2c(Cc3ccccc3)noc2C1,-6,-0.1,0,-38,5,17,-1,0,-5.4
CCCCc1ccc(NC(=O)CSc2nc(=O)n(CCN(C)C)c3c2CCC3)cc1,1,0.0,-2,13,0,-1,-2,-3,1.4
O=C(CSc1ccc(-c2ccco2)nn1)NCc1ccc(Cl)cc1,-2,-0.1,-9,3,0,-4,11,-2,-1.2
CC1(C)CC(NC(=S)NCc2ccco2)CC(C)(C)N1,-2,0.2,-2,-10,4,13,-1,1,2.5
Cc1cc(=O)oc2cc(OCC(=O)N3CCN(C(=O)C4COc5ccccc5O4)CC3)c(Cl)cc12 (stereo not given),-2,0.1,1,20,1,-12,16,3,0.4
CC(NC(=O)c1cc(=O)[nH]c2ccc(Br)cc12)c1ccccc1 (stereo not given),0,-0.1,-7,-3,2,-2,-3,-2,0.2
CC(C)=CCC12Oc3cc(O)ccc3C1(O)Oc1cc(O)c([C@H]3C=C(C)CC(c4ccc(O)cc4O)[C@H]3C(=O)c3ccc(O)cc3O)c(O)c1C2=O (stereo not given in full),2,0.1,2,3,-2,10,8,1,3.2
Nc1c([N+](=O)[O-])c(=O)oc2ccccc12,3,0.0,-6,8,-2,-3,5,-6,-3.4
COC(=O)N1C(=O)[C@](c2ccccc2)(C2CCCCC2)N1C(=O)OC,1,0.0,2,-1,2,1,-1,8,3.3
O=C(Nc1ccc(-c2cn3ccccc3n2)cc1)c1cccs1,-4,0.0,10,-8,7,3,-6,4,1.3
COc1ccc(CNC(=O)C2CCCC2)cc1,-6,-0.1,0,20,-2,1,-1,3,-0.9
COc1cc(C2Nc3ccc4ncccc4c3C3=C2C(=O)CCC3)cc(OC)c1O (stereo not given),-5,-0.1,-7,7,1,16,-3,0,1.4
Cc1ccc(NC(=O)CCC(=O)O)cc1F,-1,0.0,-1,3,2,5,3,-5,-1.8
OC(c1ccccn1)(c1ccccn1)c1ccccn1,2,0.5,-10,14,-3,-5,-4,-1,4.0
COc1ccc(C(CNC(=O)Cc2ccc(-c3ccccc3)cc2)N(C)C)cc1 (stereo not given),2,0.2,8,12,-2,9,0,5,0.6
CCOC(=O)C1CCN(CCC(=O)Nc2ccccc2Cl)CC1,5,0.0,-6,-1,0,7,0,-5,4.4
Cc1ccc(-c2noc(CSc3nnc(-c4ccncc4)n3-c3ccc(C)cc3)n2)cc1,2,0.2,3,4,2,21,7,8,1.6
NS(=O)(=O)c1ccc(CCNC(=O)NC2(C(F)(F)F)Oc3ccccc3O2)cc1,0,-0.1,6,21,2,-5,2,1,-1.5

Printed as active in EBNA-1 inhibitor, among the entries above:
smiles	TPT1 inhibitor	Efflux pump inh	EBNA-1 inhibitor	PREPL inhibitor	HCV core dimer	PP5 primary
O=C(Cn1nc(C(=O)O)c2ccccc2c1=O)Nc1nc(-c2ccccc2)cs1	3	0.1	32*	-30	8	-0.8
